Source: PubChem
NCI-60 one-dose screen, 48 h, at 10 µM unless noted. Numbers give growth in % (100 = growth as untreated, 0 = no growth, -100 = all killed).
HL-60(TB) = HL-60(TB) leukemia cells; 78,000 compounds, 9% hits; active = growth percent below 10
The depositor's hits bear a star; & = joins results of further samples; ! = a repeat was not active; [ ] = remark or other dose. These rows are one share of the data (hit frequency here may not be typical).

SMILES	HL-60(TB)
c1ccc(C2c3ccccc3C(c3ccccc3)(c3ccccc3)c3ccccc32)cc1	66
CCc1nc(N)nc(-c2nc(N)nc(CC)c2C)c1C	81
COc1ccc2c(c1)oc1c(C)c3c(c(C)c12)C(=O)N(CCO)C3=O	84
FC1(F)C=C(c2ccccc2)C1(Cl)Cl	98
COC(=O)c1nc(-c2ccccc2)oc1S(=O)(=O)NCC(c1ccc(Cl)cc1)N1CCOCC1 (stereo not drawn)	4.1*
c1ccc(Sc2ncnc3ccccc23)cc1	74
Cc1cccc(Nc2nc3c(s2)C2=CC[C@H]4[C@@H]5C[C@@H]6O[C@]7(CC[C@@H](C)CO7)C(C)[C@@H]6[C@@]5(C)CC[C@@H]4[C@@]2(C)CC3)n1 (stereo partly drawn)	56
C/C(CCc1ccccc1)=C(/C)C1CC1CCNS(=O)(=O)c1ccc(C)cc1 (stereo not drawn)	94
CCn1c(Sc2nn3cc(-c4ccc(Cl)cc4)nc3s2)nc2c1c(=O)n(C)c(=O)n2C	119
O=C(Cc1ccccc1)Nc1cccc(N=Cc2ccccc2O)c1	100
CN1CCN(C(=O)[C@]2(C)CC[C@]3(C)CC[C@]4(C)C(=CC(=O)[C@@H]5[C@@]6(C)CCC(=O)NC(C)(C)[C@@H]6CC[C@]54C)[C@@H]3C2)CC1	96
CC(=O)c1cc(C)ccc1O	93
Cn1cc(-c2nc(-c3ccc4ccccc4c3)cs2)c2ccccc21	101
NC(Cc1ccccc1)c1ccccc1 (stereo not drawn)	107&102
CCCCCSB(SCCCCC)c1ccccc1	104
CC(C)Sc1nc(Oc2ccc(/C=C3/SC(=O)NC3=O)cc2)c(C#N)c(-c2ccc(F)cc2)n1	83
Cc1nn(-c2ccccc2)c(N2CCCCC2)c1/C=N/NC(N)=S	94
C=CCn1c(SCC(=O)Nc2ccc(/C(C)=N/O)cc2)nnc1-c1cc(-c2ccc(S(C)(=O)=O)cc2)nc2ccccc12	28
CCOC(=O)c1ccc(N(CC)S(=O)(=O)c2ccc(C)cc2)cc1	97
Cn1c(N)c(NC(=O)CC#N)c(=O)n(C)c1=O	95

The closing 7 compounds of the section before come first, to join the parts:
SMILES	HL-60(TB)
NC(Cc1ccccc1)c1ccccc1 (stereo not drawn)	107&102
CCCCCSB(SCCCCC)c1ccccc1	104
CC(C)Sc1nc(Oc2ccc(/C=C3/SC(=O)NC3=O)cc2)c(C#N)c(-c2ccc(F)cc2)n1	83
Cc1nn(-c2ccccc2)c(N2CCCCC2)c1/C=N/NC(N)=S	94
C=CCn1c(SCC(=O)Nc2ccc(/C(C)=N/O)cc2)nnc1-c1cc(-c2ccc(S(C)(=O)=O)cc2)nc2ccccc12	28
CCOC(=O)c1ccc(N(CC)S(=O)(=O)c2ccc(C)cc2)cc1	97
Cn1c(N)c(NC(=O)CC#N)c(=O)n(C)c1=O	95
c1cncc([C@@H]2CCCCN2)c1	103
NCCCC[C@H](NC(=O)[C@@H]1CCCN1C(=O)Cc1cccc2ccccc12)C(=O)NCc1nc2ccccc2[nH]1	109
O=C(Nc1cccc(Cl)c1)c1ccc(Cl)c(Cl)c1	26
CS(=O)(=O)c1ccc(C(=O)N=Nc2c(O)[nH]c3ccccc23)cc1	100
COc1ccc(CCCC(=O)O)c2c(OC)cccc12	101
COC(=O)Nc1csc2c1NC(=O)CCCC2	58
N#Cc1c(Nc2ccccc2)n[nH]c1-c1cccs1	103
COc1cc(NCCCN)c2ncccc2c1	68
Nc1nc(N)nc(-c2ccccc2)n1	99
O=C1CCC(C(=O)NNCc2ccccc2)N1 (stereo not drawn)	14
CCCNc1nc2ccccc2c2c(=O)c3cc(F)ccc3sc12	107
NNC(=O)CCC(NC(=O)OCc1ccccc1)C(=O)NN (stereo not drawn)	97
CC(=O)Nc1cccc(-c2cc3ccccc3[nH]2)c1	75
Nc1nc(Cl)c2ncn(C3OC(CO)C(O)C3O)c2n1 (stereo not drawn)	94
CC(C)OC(=O)Nc1ccccc1Cl	76
O=C1c2ccccc2C(=O)c2c(Cl)cccc21	96
c1ccc(CN(Cc2ccccc2)N(Cc2ccccc2)Cc2ccccc2)cc1	89
CC(=O)C(=Cc1ccccc1O)C(C)=O	96
C=CC[N+](C)(C)CC=C	93
COC(=O)c1cc(=O)nc(NNC(C)=O)s1	99

Overlap with the part before: 3 compounds; new compounds follow.
SMILES	HL-60(TB)
CC(=O)C(=Cc1ccccc1O)C(C)=O	96
C=CC[N+](C)(C)CC=C	93
COC(=O)c1cc(=O)nc(NNC(C)=O)s1	99
CN(C)CC(O)CN1c2ccccc2Sc2ccc(Cl)cc21 (stereo not drawn)	91
O=C(C[C@]1(O)C(=O)Nc2ccccc21)c1ccc(O)c(O)c1O	100
O=C1[C@H]2CCCC[C@H]2C(=O)N1OCc1ccccc1	94
COc1ccc(C(=O)C2C(C#N)C(C#N)C3C=Cc4ccccc4N32)cc1 (stereo not drawn)	-7.9*
COc1cc(/C=C2\C(=O)Nc3ccccc32)ccc1OCc1ccc(F)cc1	115
Cc1ccc(-c2nc(C#N)c(S(=O)(=O)n3nc(C)cc3N)o2)cc1	17
Nc1nc(SCc2ccccc2)cc(C(=O)O)n1	103
CCC1=C(C)C(=O)C2CCCCC2C1=O (stereo not drawn)	99
COc1ccccc1/C=C(/C)[N+](=O)[O-]	93&31
NC1=NNC2NNC(N)=NC2=N1 (stereo not drawn)	95
C=C(C)C(=O)NCNC(=O)C(=C)C	107
Nc1ccc(S(=O)(=O)c2ccc([N+](=O)[O-])cc2)cc1	104
O=C(c1nc2ccccc2[nH]1)C1C(c2ccccc2)C2CC3CCCC[C@H]3N2[C@@]12C(=O)Nc1cc(Cl)ccc12 (stereo partly drawn)	37
CN(C)c1cc2c3ccccc3n(C)c2cc1N	94
CCNC(=S)N/N=C(\C)c1nc2ccc(Cl)cc2[nH]1	69
O=c1cc(C2NNC(=S)N2)c2cc(Cl)ccc2o1 (stereo not drawn)	101
C/C=C(/C=O)[C@@H](CC=O)CC(=O)OCCc1ccc(O)cc1	49
CC(=O)Nc1ccc(C=O)cc1	105&116
Clc1ccccc1C(=Nc1ccccc1)C(=Nc1ccccc1)c1ccccc1Cl	83
Nc1ccc2c(c1)Cc1cc(NC(=O)C(F)(F)F)ccc1-2	98
CCCCC(=O)N/N=C/c1c(O)ccc2ccccc12	105
CCOC(=O)c1c2c(n3cc(C)ccc13)C(=O)c1ccccc1C2=O	68
COc1ccc(N2C(=O)[C@@H](OC(C)=O)[C@H]2/C=C/c2ccccc2)cc1	99
O=C1/C(=C/c2cc(C(F)(F)F)ccc2Cl)Cc2cc3c(cc21)OCO3	90
Cc1ccc2sc3c(NCCCN)nc4ccccc4c3c(=O)c2c1	-27*
CCOC(=O)CCN1CCN(c2ccccc2)CC1	96
NC(=S)N/N=C/c1ccc2c(n1)C(=O)C(Oc1ccc(F)c(F)c1)=CC2=O	100
NC(N)=NS(=O)(=O)c1ccc(N=NC2C(=O)NN(c3ccccc3)C2=O)cc1 (stereo not drawn)	107
COc1ccc(/C=C/c2nc(Nc3cccc(NC(C)=O)c3)c3ccccc3n2)cc1	78
N#Cc1ccccc1-c1ccc(CN2C(=O)S/C(=C\c3cccc(Oc4ccccc4)c3)C2=O)cc1	91
C/C=C\C=C\C(=O)O	98
COC(=O)c1ccc(NC2=C(Cl)C(=O)c3nc(C)ccc3C2=O)cc1	21
Cc1ccc(C)n1CCO	90
N=C(N)c1ccccc1	131
COc1ccc(C(C)=O)cc1S(=O)(=O)Nc1c(N)nc(OC)n(C)c1=O	79
NC1(CO)COC(c2ccccc2)OC1 (stereo not drawn)	89
O/N=C/c1cccs1	95
CC(=O)OCc1cc(-c2nc3ccccc3[nH]c2=O)nn1-c1ccc(Cl)cc1	85
Cc1cc2nc(-c3ccccc3O)[nH]c2cc1C	77
CC(C)(C)n1nc(C2CC2)cc1NC(=O)Nc1ccccc1	105
O=[N+]([O-])c1cccc(P(=O)(O)O)c1	110
CCOc1ccccc1NC(=O)CN1CCN(C(=O)c2ccco2)CC1	67
N#Cc1ccc(C(=O)CSc2nc3c(c(Nc4cccc(S(N)(=O)=O)c4)n2)CCC3)cc1	106
COc1cc2c(/C=C3\C(=O)Nc4ccc(Br)cc43)c(Cl)n(C)c2cc1C	-13*
CC1(C)CC[C@]2(c3nnc(-c4cccnc4)o3)CC[C@]3(C)C(=CC[C@@H]4[C@@]5(C)CCC(=O)C(C)(C)[C@@H]5CC[C@]43C)[C@@H]2C1	19
O=C1CCC23OC(c4ccccc4N12)C(O)C(O)C3O (stereo not drawn)	97
CCOP(=O)(OCC)/C(C#N)=C\c1ccc(OC(C)=O)cc1	102
Cc1ccc(S(=O)(=O)C(C)(C)C)cc1	107
CC[N+](C)(CC)CCC[N+]12CCC(CC1)CC2	78
Cc1cc(NC(=O)NC(=O)c2ccccc2N(C)C)ccc1Oc1ncc(Br)cn1	-14*!
NC(=O)NC[C@H](N)C(=O)O	103[20 µM]
CCN(CC)CCOCC[C@H]1CC[C@H]2[C@@H]3[C@H](C)Cc4cc(OS(N)(=O)=O)ccc4[C@H]3CC[C@]12C	-75*
COc1ccc(OC)c(/C=C2\Cc3c(Br)cccc3C2=O)c1	79
CCCCS(=O)(=O)Oc1ccc(-c2nc(C)c(C(=O)OCC)s2)cc1C=O	38
CC(O)COc1ccccc1 (stereo not drawn)	84
CCN(CC)c1nc(Cl)nc(Nc2ccc3cc(-c4ccccc4)c(=O)oc3c2)n1	89
C=CC(=O)N1CCC[C@@H](n2nc(-c3ccc(Oc4ccccc4)cc3)c3c(N)ncnc32)C1	82
Cc1[nH]c2ccc(F)cc2c1CCNC(=O)C1CCN(C(=O)c2ccc(-c3ccccc3)cc2)CC1	55
FC(F)(F)c1ccc(-c2cncnc2NCCCC(F)(F)C(F)(F)C(F)(F)C(F)(F)C(F)(F)C(F)(F)C(F)(F)C(F)(F)F)cc1	101
O=C1CC(SC(=S)C2CCCC2=O)C(=O)N1 (stereo not drawn)	97

3 entries from above, with each value named.
> Cc1cc(NC(=O)NC(=O)c2ccccc2N(C)C)ccc1Oc1ncc(Br)cn1
  HL-60(TB): -14*!
> Cc1ccc(S(=O)(=O)C(C)(C)C)cc1
  HL-60(TB): 107
> C=CC(=O)N1CCC[C@@H](n2nc(-c3ccc(Oc4ccccc4)cc3)c3c(N)ncnc32)C1
  HL-60(TB): 82

(cont.)
SMILES	HL-60(TB)
CCN(CC)CCCC(C)Nc1c(C)cnc2cc(Cl)ccc12 (stereo not drawn)	102
c1ccc(CN2CCCCC2)nc1	55
CCOc1ccc(NC(=O)c2ccc(NS(C)(=O)=O)c(C)c2)cc1	96
O=C1C=CC(=O)c2c1c(-c1ccc(C(F)(F)F)cc1)nn2-c1cccc(Cl)c1	99
COc1ccc(-c2nc3ccc(-c4nnc(SCC(=O)Nc5ccc(Br)cc5)o4)cc3[nH]2)cc1OC	85
COc1cc(/C(C)=C(\c2ccc(Cl)cc2)c2ccc(OCCN3CCCCCC3)cc2)ccc1F	58
N#Cc1nc(CC(=O)/C=C/c2ccccc2)c(CC(=O)/C=C/c2ccccc2)nc1C#N	101
O=C1Nc2ccc(F)cc2/C1=C\c1ccc(OCc2ccccn2)cc1	86
COc1ccc(Oc2[nH]n(C3=Nc4ccccc4Sc4ccccc43)c(=O)c2C#N)cc1	112
O=C(NCc1ccc2c(c1)OCO2)NCC1CCCC(CNC(=O)NCc2ccc3c(c2)OCO3)C1 (stereo not drawn)	108
C[C@]1(O)CC[C@H]2[C@@H]3CC[C@H]4CC(=O)CC[C@]4(C)C3=CC[C@@]21C	68
CCOc1ccccc1NC(=O)c1cc(-c2ccc(C)cc2)n(-c2ccc(S(C)(=O)=O)cc2)n1	81
O=C(Nc1ccc2ccccc2c1)c1ccc(Cl)cc1Cl	47&90
O=C(O)c1ccc(-n2cc(CNc3cc(F)c(F)c(F)c3)c(-c3ccc(F)cc3)n2)cc1	103
O=c1c2ccccc2nc(SCCN2CCCCC2)n1CCc1ccccn1	91
COc1ccc(OC)c(C2OC(c3ccc4ccccc4c3O)=NN2C(C)=O)c1 (stereo not drawn)	19
O=C1NC(=O)C([N+](=O)[O-])=C(O)C1=O	86
COc1ccc(/C=C/C(=O)c2ccc(NC(=O)CSc3nnc(-c4ccc(-c5nc6ccccc6[nH]5)cc4)o3)cc2)cc1	84
Cc1cc(C)c2cc3c(nc2c1)Nn1c(nnc1-c1ccc[nH]c1=S)SC3	100
Cc1nc2n(c(=O)c1CCN1CCC(c3noc4cc(F)ccc34)CC1)CCCC2	102&96

Entries above that have a furan ring, fused or not (2):
SMILES	HL-60(TB)
COc1ccc2c(c1)oc1c(C)c3c(c(C)c12)C(=O)N(CCO)C3=O	84
CCOc1ccccc1NC(=O)CN1CCN(C(=O)c2ccco2)CC1	67

Other results.
SMILES	HL-60(TB)
CC(N)(C(=O)O)C1CCCC1 (stereo not drawn)	112
O=C(CSc1nc2sc3c(c2c(=O)[nH]1)CCCC3)NCCO	101
OC[C@H]1O[C@@H](O[C@H]2[C@H](O)[C@@H](O)[C@@H](O)O[C@@H]2CO)[C@H](O)[C@@H](O)[C@H]1O	100
Nc1nc2nccnc2c(=O)[nH]1	91&107
CC(C)(O)CN/C=C(\C(=O)OC(C)(C)C)N1C(=O)C2CCCCC2C1=O (stereo not drawn)	98
O=C(Cl)CC1CC(=O)OC1=O (stereo not drawn)	106
CC(C(=O)n1cc(-c2ccccc2)c(-c2ccccc2)c1)c1ccccc1 (stereo not drawn)	106
COc1ccc(/C=C/C(=O)NCCO)cc1	94
O=C(NC1CCOCC1)c1ccc2c(c1)CN(c1ncc(Cc3cccc(-n4cccn4)c3)s1)CC2	69
O=C(Nc1ccc(F)cc1)Nc1ccc(NC(=O)c2cc(=O)[nH]c3ccccc23)cc1	101
COc1cc(/C=C/C(=O)c2ccc(C(F)(F)F)cc2)ccc1Oc1nc(Nc2ccc(F)cc2)nc(N(C)C)n1	80
CSc1nc(C)cc(Cl)n1	99
Cc1nc2nc(N)[nH]c(=O)c2nc1C	98
COc1ccc(CC(C#N)c2ccc(Cl)cc2)cc1 (stereo not drawn)	84
COc1cnc2c(c1)C(=O)c1c-2n(CCCN2CCCC2)c(=O)c2cc([N+](=O)[O-])ccc12	-25*
